FEN1 inhibitor: inhibitors of human flap endonuclease 1 | AID 588795 | Recombinant FEN1 flap cleavage, fluorescence, 15 min | 390,000 tested, 0.35% active | P39748 | Potency, µM (highest dose often 114 µM), inactives show at the highest dose activity change, negative = inhibition, hits mostly inhibitors; also: nearly all actives have a fitted effect of over 65% in size
Target sequence (P39748 whole entry, looked up): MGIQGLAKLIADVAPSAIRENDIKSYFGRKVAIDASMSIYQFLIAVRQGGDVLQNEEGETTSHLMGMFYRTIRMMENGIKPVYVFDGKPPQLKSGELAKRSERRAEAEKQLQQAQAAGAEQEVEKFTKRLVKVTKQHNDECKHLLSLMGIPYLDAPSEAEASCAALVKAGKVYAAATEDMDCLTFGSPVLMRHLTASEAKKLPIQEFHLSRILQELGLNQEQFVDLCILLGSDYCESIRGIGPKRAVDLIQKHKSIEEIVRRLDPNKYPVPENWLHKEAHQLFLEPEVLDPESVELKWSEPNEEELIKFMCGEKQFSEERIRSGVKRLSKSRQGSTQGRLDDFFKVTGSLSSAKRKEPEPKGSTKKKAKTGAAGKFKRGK
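Reaction started by adding substrate (50 nM final) to 10 nM enzyme after 15 min room-temperature compound preincubation. Reads at 0 and 15 min, with data normalized and fitted to a four-parameter Hill equation.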
TDP1 inh: TDP1 (human) enzyme inhibition | Potency, µM (top dose mostly 130 µM), for the others: at the top dose activity change, negative = inhibition, usual class: inhibitors | 350,000 tested, 0.28% active | recombinant TDP1, AlphaScreen DNA substrate cleavage; also: nearly all actives have a fitted effect of over 40% in size
Target sequence (Q9NUW8 whole entry, looked up): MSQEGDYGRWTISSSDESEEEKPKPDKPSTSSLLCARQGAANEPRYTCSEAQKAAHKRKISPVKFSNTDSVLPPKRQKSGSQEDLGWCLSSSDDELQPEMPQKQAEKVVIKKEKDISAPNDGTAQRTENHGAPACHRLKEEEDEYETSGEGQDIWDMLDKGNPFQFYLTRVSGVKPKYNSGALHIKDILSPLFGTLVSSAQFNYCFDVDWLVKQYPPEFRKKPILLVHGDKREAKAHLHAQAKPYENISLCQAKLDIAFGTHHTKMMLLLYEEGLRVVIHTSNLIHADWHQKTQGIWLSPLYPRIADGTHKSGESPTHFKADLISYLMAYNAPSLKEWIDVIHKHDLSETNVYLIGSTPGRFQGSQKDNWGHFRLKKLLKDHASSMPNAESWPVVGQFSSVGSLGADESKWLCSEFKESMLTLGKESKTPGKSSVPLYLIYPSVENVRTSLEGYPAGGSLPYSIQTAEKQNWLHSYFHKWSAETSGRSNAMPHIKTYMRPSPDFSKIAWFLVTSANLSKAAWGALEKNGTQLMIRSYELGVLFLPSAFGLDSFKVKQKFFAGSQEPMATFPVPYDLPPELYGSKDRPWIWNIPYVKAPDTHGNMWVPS
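E. coli-derived human Tdp1, 1 nM final. Cpd preinc 15 min RT; substrate 15 nM final, 5 min RT; AS bead mix 10 ug/ml final, 10 min RT. Signal loss = tyrosine-FITC cleavage. No-enzyme wells = max signal.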
N370S GC mod: N370S glucocerebrosidase modulation, Gaucher chaperone candidate; N370S GC spleen homogenate, 4MU-glucoside fluorescence; AID 2101; 330,000 tested, 0.092% active; Potency, µM (series often up to 59.4 µM), for the others: at the top dose activity change, negative = inhibition, most hits filed as inhibitors;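 also: 0% = full enzyme activity and -100% = no enzyme basal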
The depositor's hits bear a star; ? = inconclusive; . = not tested or not shown; & = joins results of further samples; [ ] = dose if it differs, or a comment. Calls follow the shape of the dose curve; as a rule, active = well fitted curve in the direction sought with a large enough effect; inconclusive = small, poorly fitted or top-dose-only effect, or another doubt; inactive = no such curve, though single readings can be large; an effect the other way counts as inactive or inconclusive. Unless noted, % is scaled to controls: 0 for no effect and ±100 for the full control effect; potency is read from the fitted curve at half-maximal effect.

mol	FEN1 inhibitor	TDP1 inh	N370S GC mod
CCCOc1cccc(C(=O)N(Cc2cccs2)C2CCS(=O)(=O)C2)c1 (stereo not given)	11%	4%	-13%
COC(=O)CSc1nnc(-c2ccco2)n1Cc1ccco1	-1%	-2%	1%
CCOC(=O)C1(Cc2cccc(OC)c2)CCCN(S(=O)(=O)c2cccnc2)C1 (stereo not given)	15%	2%	15%
CC(=O)Nc1ccc(S(=O)(=O)n2cnc3cc(C)c(C)cc32)cc1	9%	-4%	-4%
O=C(NCc1cccs1)c1cc(-c2cccc(Cl)c2)on1	6%	2%	-8%
Cc1csc(=O)n1CC(=O)Nc1ccc(C(C)C)cc1	15%	7%[0.505 µM]	-9%
Cc1ccc(O)c(Nc2nc(-c3ccccc3)nc3ccccc23)c1	2%	.	?
O=C(COC(=O)COc1ccccc1)NC1CCCc2ccccc21 (stereo not given)	3%	5%	7%
CCOC(=O)c1[nH]c2ccccc2c1NC(=O)c1ccc2c(c1)OCO2	14%	6%	6%
CC(Cl)C(=O)Nc1cc(C(C)(C)C)nn1-c1ccccc1 (stereo not given)	4%	1%	4%
Cc1ccc(Sc2ccncc2S(N)(=O)=O)cc1	0%	5%	6%
CCOc1ccc(CNc2ccc3c(c2)ncn3C)cc1	5%	9%	-4%
CCOC(=O)c1ccc(NC(=O)Cn2c(=O)cc(C)c3c(C)nn(-c4cccc(F)c4)c32)cc1	0%	8%	.
Cc1ccc(C(=O)CSc2nnc3ccc4ccccc4n23)cc1	1%	-5%	.
O=C(NCCCN1CCCC1)Nc1ccccc1[N+](=O)[O-]	0%	.	-7%
CCCc1cc(=O)[nH]c(SCc2cc(C(=O)OC)c(C)o2)n1	2%	0%	6%
Cc1cccc(-c2noc(C3CC(=O)N(c4ccc5c(c4)OCCO5)C3)n2)c1 (stereo not given)	-6%	3%	.
COc1cccc(COC(=O)CCNC(=O)c2ccc(Br)cc2)c1OC	1%	-2%	-5%
Cc1cccc(N(C)c2nc3ccccc3c3nnc(C)n23)c1	3%	0%	.
C=CCNC(=O)c1onc(CSc2cc(C)cc(C)c2)c1C(=O)NCC=C	-11%	-5%	13%
CCOC(=O)C1CCN(C(=O)COc2cc(C)c(Br)c(C)c2)CC1	0%	2%	-15%
CCN1CCN(C(=O)C2(NC(=O)Nc3cccc(F)c3)CCCCC2)CC1	-2%	0%	-3%
COc1cc(C(=O)NCC(c2ccc3c(c2)OCO3)N2CCOCC2)cc(OC)c1OC (stereo not given)	-3%	5%	.
O=C1c2cccc3cccc(c23)C(=O)N1Cc1ccccc1	-5%	3%	-23%
Cc1nnc(Nc2ccc(F)cc2)c2ccccc12	0%	.	-1%
N#CCc1nc2ccc(S(=O)(=O)N3CCOCC3)cc2s1	3%	7%	-6%
Cc1cccc(CSC2=NCCN2S(=O)(=O)c2ccc(F)cc2)c1	-17%	-7%[56.1 µM]	-6%
Cc1ccc(NC(=O)COC(=O)Cc2c(F)cccc2Cl)cc1S(=O)(=O)N1CCOCC1	-14%	.	4%
CC(C)c1ccc(NC(=O)c2ccc(F)c(S(=O)(=O)N3CCN(c4ccccc4F)CC3)c2)cc1	9%	8%	.
CC(=O)Nc1ccc(NC(=O)COc2ccc3c(c2)CCC3)cc1	-5%	1%	-10%

The list goes on; it opens with the 2 that closed the last part.
mol	FEN1 inhibitor	TDP1 inh	N370S GC mod
CC(C)c1ccc(NC(=O)c2ccc(F)c(S(=O)(=O)N3CCN(c4ccccc4F)CC3)c2)cc1	9%	8%	.
CC(=O)Nc1ccc(NC(=O)COc2ccc3c(c2)CCC3)cc1	-5%	1%	-10%
COc1ccc(-n2ncc3c2CC(C)(C)CC3NC(=O)CCC2=NNC(=O)CC2)cc1 (stereo not given)	3%	5%	1%
Cc1ccc(S(=O)(=O)Nc2ccc3oc(=O)sc3c2)c(C)c1	-5%	5%	-3%
COc1ccc(C)cc1NC(=O)c1[nH]c(C)c(C(C)=O)c1C	0%	1%	-7%
CCCOc1ccc(-c2nonc2NC(=O)c2oc3ccc(Cl)cc3c2C)cc1OCCC	17%	2%	.
Cc1cc(NC(=O)NCc2ccccc2)c(=O)n(Cc2ccccc2F)c1	-12%	.	-13%
O=C(CSc1nc2ccccc2s1)N1c2ccccc2Sc2ccc(C(F)(F)F)cc21	-14%	3%	14%
CN(C)C(CNC(=O)CSC(=S)N1CCCC1)c1ccccc1 (stereo not given)	-9%	3%	.
CCOCCCNC(=O)c1[nH]c2cc(OC)ccc2c1Sc1ccccc1	0%	9%	.
CCc1cc(=O)oc2c(C)c(OCC(=O)NCCCN3CCCC3=O)ccc12	18%	3%	-7%
Cc1ccc(C(=O)Nc2ccc3c(c2)OCCO3)o1	-10%	7%	0%
CC1CCN(Cc2c(C(=O)N/N=C/c3cc(Br)ccc3O)nnn2-c2nonc2N)CC1	9%	-5%	-15%
Nc1nc(Nc2ccc(Cl)cc2)nc(NCCO)c1[N+](=O)[O-]	?	-3%	-13%
O=C(Nc1c2c(nn1-c1ccccc1)CS(=O)(=O)C2)c1ccc2c(c1)OCO2	-1%	-4%	-5%
CS(=O)(=O)N(CC(=O)Nc1ccc2c(c1)OCCO2)Cc1ccccc1	-13%	1%	0%
C=CCn1cc(C(=O)N2CCN(c3ccccc3)CC2)c(=O)c2cc(S(=O)(=O)N3CCCC3)ccc21	-6%	1%	-1%
Cc1cc(-n2c(C)cc(C(=O)COc3ccc(Cl)cc3C(N)=O)c2C)no1	-2%	1%	.
Cc1ccc2cc3cc(C(=O)N4CC(C)CC(C)C4)oc3nc2c1 (stereo not given)	-9%	1%[56.1 µM]	9%
Clc1ccc(-c2cn3cccnc3n2)cc1	6%	1%	-9%
CS(=O)(=O)N1CCC(Oc2ccccc2C(=O)NC2CCCCCC2)CC1	2%	0%	-5%
Cc1ccc(CNc2nc(N)c([N+](=O)[O-])c(NCc3ccccc3)n2)cc1	6%	3%	1%
O=C(C[n+]1ccccc1)Nc1nc2ccccc2s1	-1%	0%	9%
Cc1[nH]c2ccccc2c1SCC(=O)NC1CCCCC1	-7%	2%	-13%
CNCC(=O)Nc1c(C)n[nH]c1C	7%	3%	-1%
O=C(NC(=S)N1CCN(C/C=C/c2ccccc2)CC1)c1ccco1	16%	6%	-4%
O=C(CN1CCC(n2nnc3ccccc32)CC1)NCc1cccs1	2%	-2%	8%
CC(=O)C(Cc1ccccc1)NC(=O)CN1CCN(Cc2ccccc2)CC1 (stereo not given)	-8%	3%	18%
COc1ccc2c(c1)sc1nc(-c3ccccc3)cn12	-6%	.	?
COc1cccc(-n2c(=O)c3c(C)c(C)sc3n(CC(=O)NCc3ccccc3)c2=O)c1	-7%	3%	.
CC(Nc1ccc(-c2nc(-c3ccccn3)no2)cc1[N+](=O)[O-])c1ccccc1 (stereo not given)	-17%	-6%	.
COc1ccc(NC(=O)CC(C)S(=O)(=O)c2ccc3c(c2)NC(=O)CO3)cc1OC (stereo not given)	8%	-3%	.

Later entries
mol	FEN1 inhibitor	TDP1 inh	N370S GC mod
O=C(Nc1ccc(F)cc1)C(Sc1nnc2ccccn12)c1ccccc1 (stereo not given)	-4%	1%	2%
CC(C)(C)NC(=O)c1ccncc1	-12%	5%	1%
Cc1ccc(CNC(=O)c2ccc3c(c2)nc(C)n3-c2cccc(F)c2)cc1	3%	0%	.
Nc1cc[n+](CC(=O)Nc2ccccc2)cc1	2%	-13%	-1%
CC1(C)Cc2nc3sc4c(OCc5ccccc5)ncnc4c3cc2CO1	1%	4%	9%
Cc1cccc(C(=O)Nc2ccc(NC(=O)Cc3ccc(Cl)cc3)cc2)c1	0%	3%	-1%
COc1ccc2[nH]c(=O)c(CN(C)C(=O)COc3ccccc3)cc2c1	-10%	2%	-4%
CCCc1[nH]nc2c1C(c1ccc(OCCN3CCOCC3)c(OC)c1)C(C#N)=C(N)O2 (stereo not given)	0%	3%	-26%
COc1ccc(NC(=O)CSc2nc3ccccc3n2Cc2cccc(OC)c2)cc1	28%	-1%	.
CCOc1ccccc1NC(=O)COC(=O)c1nc2nccc(C)n2n1	7%	-2%	.
COc1cccc(NC(=O)Nc2nnc(CC(=O)Nc3ccccc3)s2)c1	-13%	6%	-7%
Cn1cccc1C(=O)Nc1nccs1	-9%	4%	-25%
O=C(O)CCC(=O)NNC(=O)CCC(=O)NCc1ccccc1	1%	2%	4%
Cn1nccc1C(=O)NCc1ccc2c(c1)CCN2C(=O)c1ccc(Cl)cc1	-7%	5%	.
c1ccc(CNc2ncnc3nc[nH]c23)cc1	-2%&6%&-3%	0%	7%
CCN(Cc1ccccc1)C(=O)Cn1c(=O)n(Cc2ccccc2)c(=O)c2c1c1cc(OC)ccc1n2C	-18%	0%	.
Cc1cc(Br)ccc1NC(=O)C1CCN(S(=O)(=O)c2ccc(Br)s2)CC1	13%	2%	.
Cc1ccc(C)c(NC(=O)CN(C)C(=O)c2ccncc2)c1	9%	2%[56.1 µM]	1%
CC(=O)Nc1cccc(C(=O)OCC(=O)NC(=O)c2ccccc2)c1	12%	-12%	-14%
COc1ccc(CCNC(=O)c2cc(-c3ccco3)on2)cc1OC	-10%	5%	-8%
CCOCCCNC(=O)Cn1ncc2c(=O)oc3ccccc3c21	-6%	0%	-2%
C=Cc1cccc(NC(=O)COc2ccccc2)c1	5%	2%	0%
Fc1ccccc1Cn1nnc2c(NCc3ccccn3)ncnc21	-6%	7%	5%
NS(=O)(=O)c1ccc(CNC(=S)NC2CCCC2)cc1	5%	8%	0%
Cc1ccc(S(=O)(=O)Cn2nnnc2C(C)N2CCN(C(=O)c3ccco3)CC2)cc1 (stereo not given)	-14%	9%	5%
Nc1nonc1-n1nnc(C(=O)N/N=C/c2cccc(O)c2)c1CN1CCCC1	12%	3%	0%
CCN(Cc1cc2cccc(C)c2[nH]c1=O)C(=O)c1ccccc1OC	10%	12%	9%
COc1ccc(-c2cc(-c3ccc(Cl)cc3)c(C#N)c(SCC(=O)O)n2)cc1	-18%	.	?
Cc1ccc(S(=O)(=O)N2CCC(=O)N(CCOCc3ccccc3C)CC2)cc1	-6%	5%	21%
O=C(Nc1ccccn1)C1CCN(S(=O)(=O)c2ccc3c(c2)OCCO3)CC1	-4%	1%	.

Shown with each value named: part of the list above
> Cc1ccc(C)c(NC(=O)CN(C)C(=O)c2ccncc2)c1
  FEN1 inhibitor = 9% | TDP1 inh = 2%[56.1 µM] | N370S GC mod = 1%
> COc1ccc2[nH]c(=O)c(CN(C)C(=O)COc3ccccc3)cc2c1
  FEN1 inhibitor = -10% | TDP1 inh = 2% | N370S GC mod = -4%

(cont.)
mol	FEN1 inhibitor	TDP1 inh	N370S GC mod
Cc1ccc(NC(=O)CCC(=O)NNC(=O)c2ccccc2Cl)c(C)c1	-2%	5%	1%
COc1ccccc1NC(=O)N(Cc1ccco1)Cc1cc2c(C)ccc(C)c2[nH]c1=O	-6%	8%	-1%
Cc1cc(NC(=O)c2cccc(S(=O)(=O)N3CCCCCC3)c2)n(-c2ccccn2)n1	4%	3%	8%[2.35 µM]
O=C(NC1CCSc2ccccc21)c1cccc(OC(F)F)c1 (stereo not given)	-2%	8%	-5%
CC(C)C[C@@H](CN(N=O)[C@@H](Cc1ccccc1)CN(C)N=O)N(CCc1ccccc1)N=O	-16%	1%	3%
COc1ccc(NC(=O)c2cccc(N3C(=O)c4cccc([N+](=O)[O-])c4C3=O)c2)cc1	-13%	4%	2%
Cc1cc(C)cc(NC(=O)Nc2ccc(-n3ccc(C(F)(F)F)n3)cc2)c1	10%	.	12%
O=C(Nc1cc(N2CCOCC2)ncn1)Nc1cccc2ccccc12	4%	2%	?
COc1cc(NC(=O)c2ccccc2)c(OC)cc1NC(C)=O	-13%	5%	3%
CC(C)NC(=O)c1ccc(-c2cccc(C(F)(F)F)c2)o1	-13%	4%	-1%
Cc1oc(-c2cccc(Cl)c2)nc1CN1CCCC(C(=O)N2CCN(c3ccc(F)cc3)CC2)C1 (stereo not given)	-6%	10%	.
CCOc1cc(/C=N/NC(=O)CSc2nnc(C)s2)ccc1OCc1ccccc1Cl	-2%	4%	3%
CCOC(=O)/C(C#N)=C/c1ccc(-c2ccsc2C(=O)OC)o1	-3%	3%	4%
CCCn1c(C(O)c2ccc(OC)cc2)nc2ccccc21 (stereo not given)	0%	4%	-8%
O=C(Nc1cccc(C(F)(F)F)c1)C1CCCN(S(=O)(=O)c2cccc3nsnc23)C1 (stereo not given)	1%	2%	.
CNC[C@H]1Oc2c(NS(=O)(=O)c3ccc(OC)cc3)cccc2C(=O)N([C@H](C)CO)C[C@@H]1C	-4%	0%	.
